# INS promoter inh – TRM-6 insulin promoter activity inhibition. inhibition, % at 2 µM. 0.9% of 130,000 active. AID 1273. TRM-6 cells (human fetal islet line), insulin promoter-eGFP reporter, imaging; reporter expression induced with tamoxifen;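 active means inhibition above the mean plus 3 SD, with well images judged a real hit on visual review, cut at about 60% in these data, passing the limit was not always enough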
# sdo1 growth – compounds rescuing growth of sdo1-depleted yeast, bone marrow failure model | S. cerevisiae sdo1-depleted JHY4D growth rescue, OD600 30 h; active compounds read high; pdr5 snq2 efflux-pump mutant strain | 0.21% of 140,000 active | z-score at 10 µM;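 active means z-score above 3 at both the 24 hr and the 30 hr optical density reads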;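 further: z-score against mean and SD of all compound wells on the same plate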
# sdo1 growth Rescue 24 h – recorded beside sdo1 growth, whose call it bears; z-score; S. cerevisiae sdo1-depleted JHY4D growth rescue, OD600; measured here: growth rescue at 24 h;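 0 is the plate mean of compound wells and units are plate SD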
# An asterisk follows results filed as active; . = not tested or not shown; [ ] = another dose, or the depositor's remark. A portion of the library (hit frequency here may not be typical).
no.	molecule	INS promoter inh	sdo1 growth	sdo1 growth Rescue 24 h
1	Cc1ccc(C)c(S(=O)(=O)N2CCN(CC(=O)Nc3ccc4c(c3)CCC4)CC2)c1	-54	-0.96	-0.54
2	CCC(=O)Nc1ccc(C(=O)CSc2nnc(-c3ccc(NS(C)(=O)=O)cc3)n2C)cc1OC	-3	-0.29	-1.1
3	COc1ccc2[nH]cc(S(=O)(=O)c3ccc(C(C)C)cc3)c(=O)c2c1	29	.	.
4	FC(F)(F)C12CC(c3ccccc3)=NCCN1CCN2 (stereo not given)	10	-0.01	-0.76
5	Cc1ccc(Cc2cnc(NC(=O)c3ccco3)s2)cc1	46	-0.92	-0.62
6	Cc1cnc(C)c(N2CCC(C(=O)NC(C)c3cccs3)CC2)n1 (stereo not given)	36	1.5	1
7	COc1ccc(/C=C2\C(=O)NC(=S)N2C(=O)c2ccc(C)cc2)cc1	-19	0.18	2.2
8	Cc1nn(Cc2ccccc2)c(C)c1NC(=O)c1cccs1	-50	0.98	1.5
9	CC(C)NC(=O)c1ccc(OC2CSC2)cc1	-51	1.4	-0.22
10	O=C(Nc1nnc(-c2ccccc2)o1)C1CCCCC1	.	1.3	1.3
11	CCN1C(=O)CC(N2CCN(c3ccc(C(=O)c4ccncc4)cc3)CC2)C1=O (stereo not given)	70*	0.6	0.78
12	C=CCN1C(=O)/C(=C/c2ccccc2)S/C1=N/c1nccs1	-3	-0.23	0.81
13	O=c1oc2ccc(Cl)cc2cc1-c1ccccc1	-27	0.76	1.8
14	N#Cc1nc(N2CCOCC2)nc(N2CCOCC2)n1	.	1.2	1.1
15	CC(=O)Nc1ccccc1N(C)S(=O)(=O)c1ccc(C)cc1	.	0.76	1.4
16	O=C(COC(=O)/C=C/c1ccccc1[N+](=O)[O-])NC1CCS(=O)(=O)C1 (stereo not given)	38	.	.
17	CCN(CC)c1nc(-c2nn[nH]n2)nc(N(CC)CC)n1	.	-1.3	-1.6
18	CCOc1ccccc1-n1c(SCC(=O)N2CCCc3ccccc32)nnc1-c1cccnc1	3	-0.18	-0.17
19	CCNS(=O)(=O)c1ccc(CCC(=O)Nc2ccccc2C(=O)OC)cc1	13	1.1	1.6
20	CC(C)C12CN3CCN(CC(C3)/C1=N\NC(=O)Nc1ccccc1)C2	7	1.2	1.3
21	CCSc1ncnc2sc(C)c(C)c12	41	1.8	2.5
22	CCCn1c2c(c(O)c(C(=O)Nc3ccccc3)c1=O)CCCC2	.	0.35	0.21
23	COCCNC(=O)c1onc(CSc2cccc(OC)c2)c1C(=O)O	.	1	0.32
24	O=C(O)c1cc(-c2ccccc2)c(N2CCOCC2)s1	.	0.4	0.13
25	O=C(CNc1ccc(Br)cc1)NNC1=NCCC1	50	1.3	-0.17
26	Cc1ccc(SCCCn2cnc3ccccc3c2=O)cc1	2	-0.45	0.42
27	COc1ccc(-c2cc(N)n(S(=O)(=O)c3ccc(F)cc3)n2)cc1OC	.	-0.51	-0.51
28	COc1ccc(Cn2c(=O)[nH]c3cc(C(=O)NCCCN4CCCC4)ccc3c2=O)cc1	-57	0.02	-0.62
29	O=C(COc1ccc(Br)cc1Cl)c1ccc[nH]1	-26	.	.
30	O=C(N1CCOCC1)C12CC3CC(C1)CC(C(=O)N1CCOCC1)(C3)C2	0	0.81	0.44
31	CCOC(=O)c1cc2c(=O)n3cccc(C)c3nc2n(Cc2cccnc2)c1=N	-133	.	.
32	CS(=O)(=O)Oc1ccc(Br)cc1/C=C1/N=C(c2ccco2)OC1=O	50	-0.17	-1.8
33	COc1ccc(/C=N/N=C2\SCC(=O)N2c2c(C)n(C)n(-c3ccccc3)c2=O)cc1OC	3	0.6	0.94
34	Cc1cccc(NC(=O)CNC(=O)COc2ccc(-c3ccc(C#N)cc3)cc2)c1C	15	-0.59	0.7
35	COc1ccc(NC(=O)c2ccc(C(=O)c3ccccc3)o2)cc1	90*	1	1.6
36	CC(C)Cc1ccc(C(C)NC(=O)c2ccc(=O)[nH]c2)cc1 (stereo not given)	-350	.	.
37	Cc1ccc(-c2nnc(SCC(N)=O)n2C)cc1	-28	.	.
38	O=C(c1ccccc1)c1ccccc1C(=O)N1CCOCC1	90*	0.3	-0.1
39	COc1ccc(NC(=O)CNS(=O)(=O)c2ccc(Cl)cc2)cc1	-31	0.95	1.4
40	O=C(CCCOc1ccc(Cl)cc1Cl)N1CCCc2ccccc21	-36	-1.6	-1.6

# Compounds 1 to 6, quoted:
no.	molecule	INS promoter inh	sdo1 growth	sdo1 growth Rescue 24 h
1	Cc1ccc(C)c(S(=O)(=O)N2CCN(CC(=O)Nc3ccc4c(c3)CCC4)CC2)c1	-54	-0.96	-0.54
2	CCC(=O)Nc1ccc(C(=O)CSc2nnc(-c3ccc(NS(C)(=O)=O)cc3)n2C)cc1OC	-3	-0.29	-1.1
3	COc1ccc2[nH]cc(S(=O)(=O)c3ccc(C(C)C)cc3)c(=O)c2c1	29	.	.
4	FC(F)(F)C12CC(c3ccccc3)=NCCN1CCN2 (stereo not given)	10	-0.01	-0.76
5	Cc1ccc(Cc2cnc(NC(=O)c3ccco3)s2)cc1	46	-0.92	-0.62
6	Cc1cnc(C)c(N2CCC(C(=O)NC(C)c3cccs3)CC2)n1 (stereo not given)	36	1.5	1

# Next results follow.
no.	molecule	INS promoter inh	sdo1 growth	sdo1 growth Rescue 24 h
41	COc1ccc(Cl)cc1-c1nc(-c2ccc(NC(=O)c3cccs3)cc2)no1	-53	-0.8	-0.21
42	Cc1onc(-c2ccccc2)c1C(=O)N1CCc2ccccc21	-29	0.35	0.21
43	COC(=O)c1ccccc1NC(=O)c1cc2n(n1)C(C(F)F)CC(C(F)F)N2 (stereo not given)	16	-0.22	1.5
44	Cc1[nH]c2ccccc2c1C(=O)CN1CCN(C2CCCCC2)CC1	-3	9.1*	3.7*
45	CC(C)NC(=O)c1cc2ccccc2o1	45	0.18	-0.51
46	CCOC(=O)C(C)Sc1nc2ccccc2c(=O)n1CC (stereo not given)	-426	-1.2	-0.58
47	CCc1c(C)nc(SCC(=O)CC(=O)OC(C)C)c(C#N)c1C	-14	-0.87	-0.74
48	Cc1ccc(S(=O)(=O)N2CCC(C(=O)O)CC2)cc1C(=O)O	58	0.82	0.7
49	Cc1cc(NC(=O)c2ccc(COc3ccccc3Cl)o2)no1	8	.	.
50	CCSc1nc2c(c(=O)n(C)c(=O)n2C)n1Cc1ccc(Cl)cc1	39	.	.
51	CCc1[nH]c(=O)c(C#N)c2c1CCCC2	-43	1.9	2
52	Cc1oc2cc([N+](=O)[O-])c(O)c([N+](=O)[O-])c2c1C(=O)c1ccc(Br)cc1	39	.	.
53	CC1Cc2ccccc2N1C(=O)CSc1nnc2c(n1)[nH]c1ccc(F)cc12 (stereo not given)	73	-1.9	-0.23
54	CC(C)Oc1ccc(Cn2c(-c3ccco3)n[nH]c2=S)cc1	27	-1.1	-0.76
55	CN1/C(=C/C=N/n2cnnc2)C(C)(C)c2ccccc21	-288	0.22	-0.09
56	NCCCC[C@@H]1NC(=O)c2cc([N+](=O)[O-])cc(I)c2SC[C@@H](C(=O)NCC(N)=O)NC(=O)CNC1=O	10	0.21	0.12
57	CC1CCc2c(nc3ncnn3c2NCCc2ccccc2F)C1 (stereo not given)	-41	.	.
58	Cc1cc(C)nc(Sc2ccc3nnc(C(F)(F)C(F)(F)C(F)(F)F)n3n2)n1	-62	-0.44	0.16
59	CCCCNC(=O)C(C#N)c1nc2ccccc2nc1N1CCN(c2ccccc2F)CC1 (stereo not given)	.	0.5[10.2 µM]	0.66
60	N#Cc1ccc(CSc2nnc(-c3cccc(S(=O)(=O)N4CCCCC4)c3)o2)cc1	.	-0.62	-0.86
61	Cn1nc(OCCOc2ccccc2)ccc1=O	4	0.4	-0.37
62	CC(C)N(C(=O)N1CCC(c2nc(-c3ccncc3)no2)CC1)C(C)C	-19	-0.44	-0.32
63	CCCn1c(NC(=S)Nc2ccccc2)nc2ccccc21	-23	0.25	0.77
64	Cc1ccc(S(=O)(=O)Nc2ccc(C(=O)Nc3cc(C)on3)cc2)cc1	.	-0.25	-0.95
65	CCN=C1SC(CC(=O)NC(N)=O)C(=O)N1CC (stereo not given)	.	0.98	0.75
66	COc1ccc(CNC(=O)C2CCCN(c3nccc(C)n3)C2)cc1 (stereo not given)	-27	-0.03	-0.59
67	CC1CC(C)(C)NC(=S)N1CC(=O)NCc1ccccc1Cl (stereo not given)	8	1.1	1.4
68	CCOc1cc(OCC)cc(C(=O)NC(=S)Nc2cccc(C(F)(F)F)c2)c1	-12	-1.3	-0.35
69	C=C(C)CSc1nc2nc(C)cc(C)n2n1	-224	0.6	0.63
70	CC1CCCC(NC(=S)NC(=O)c2ccccc2Br)C1C (stereo not given)	-26	-0.42	0.08
71	CC(=O)c1cccc(OCCN2C(=O)NC(C)(C)C2=O)c1	15	-0.39	-0.53
72	COc1ccccc1C1N(c2ccc(Cl)cc2)C(=O)C2CCCN21 (stereo not given)	13	0.85	1.3
73	COc1ccccc1NC(=O)c1sc2ncn(Cc3cccc4ccccc34)c(=O)c2c1C	0	1	2
74	Cc1nn(CC(=O)Nc2ccc3c(c2)nc(CN2CCCCC2)n3C)c(=O)c2ccccc12	45	0.41	-0.03
75	Cc1cccc(NC(=O)Cn2c(=O)n(Cc3ccco3)c(=N)c3c4c(sc32)COC(C)(C)C4)c1	.	0.08	-0.43
76	CCOP(=O)(OCC)C(Nc1ccccc1)c1ccco1 (stereo not given)	-21	.	.
77	Cc1cc(C)nc(N(C#N)Cc2cccc(Cl)c2)n1	33	.	.
78	COc1cc(/C=C2/NC(=O)NC2=O)cc(Br)c1OCc1ccccc1	19	.	.
79	Cc1ccc(NC(=O)CSc2nc(N)c3cc4c(nc3n2)CCCC4)cc1	.	1.1	0.7
80	O=C(CN1CCN(S(=O)(=O)c2ccc(Br)cc2)CC1)Nc1ccc(F)cc1F	-136	-0.33	-0.81

# 4 entries from above, with one line to a screen.
(71) CC(=O)c1cccc(OCCN2C(=O)NC(C)(C)C2=O)c1
(72) COc1ccccc1C1N(c2ccc(Cl)cc2)C(=O)C2CCCN21 (stereo not given)
(73) COc1ccccc1NC(=O)c1sc2ncn(Cc3cccc4ccccc34)c(=O)c2c1C
(74) Cc1nn(CC(=O)Nc2ccc3c(c2)nc(CN2CCCCC2)n3C)c(=O)c2ccccc12

screen / no. | 71 | 72 | 73 | 74
INS promoter inh | 15 | 13 | 0 | 45
sdo1 growth | -0.39 | 0.85 | 1 | 0.41
sdo1 growth Rescue 24 h | -0.53 | 1.3 | 2 | -0.03

# Next part:
no.	molecule	INS promoter inh	sdo1 growth	sdo1 growth Rescue 24 h
81	COc1ccc(/C=C/C(=O)Oc2cccc(/C=N/NC(=O)COc3c(C)cccc3C)c2)cc1	10	0.89	1.7
82	BrC(=C\c1ccccc1)/C=N/Nc1nc(N2CCOCC2)nc(N2CCOCC2)n1	-100	0.04	-0.11
83	O=C(COC(=O)c1cccnc1SCC(=O)NCc1ccccc1)NCc1ccccc1	-31	-0.67	-1.1
84	CC1(C)CC2CC(C)(CN2S(=O)(=O)c2ccc(C(=O)Nc3cccc(S(=O)(=O)N4CCOCC4)c3)cc2)C1 (stereo not given)	40	0.26	0.88
85	CCn1ncc(Br)c1C(=O)Nc1sc2c(c1C(N)=O)CCC2	45	-0.72	1.2
86	COCCN(CCOC)S(=O)(=O)c1ccc(C(=O)Nc2nc(C)c(C(C)=O)s2)cc1	-55	-0.65	-0.75
87	COc1ccc(NC(=S)SC)cc1OC	30	-0.38	-1
88	COc1ccc(Cn2nnnc2CN2CCC(c3nc4ccccc4s3)CC2)cc1	.	-0.57	0.18
89	Cc1cc(C)c(NC(=O)COC(=O)/C=C/c2cccc(C(F)(F)F)c2)c(C)c1	-43	-0.32	0.14
90	CN(CCNC(=O)c1cc2c(=O)n(C)c3ccccc3c2n1C)Cc1ccccc1	.	-0.06	0.17
91	C=CCOc1ccc(/C=N/N2C(=O)C(CC(=O)Nc3ccc(F)cc3F)SC2=NC)cc1 (stereo not given)	-52	-1.2	-0.68
92	CC(O)C(O)C(O)C(O)/C=N/NC(=O)c1ccccc1 (stereo not given)	.	1.3	0.96
93	CCOC(=O)c1c(C)[nH]c(C(=O)OCc2c(C)noc2C)c1C	13	-0.63	-0.68
94	Cc1cccc(N2CCN(C(=O)N3CCCCC3)CC2)c1C	-57	.	.
95	CCCCc1cc2c(s1)CCCC/C2=N/O	33	-1.2	0
96	COc1cccc(-n2c(C)c(C(C)=O)c(C(C)=O)c2C)c1	-14	0.11	-0.37
97	CCOC(=O)CNc1nc(-c2ccncc2)nc2ccccc12	.	0.38	0.4
98	O=C(/C=C/N1CCOCC1)c1cc2ccccc2o1	7	0.82	0.91
99	O=C(CC(=O)N/N=C/c1ccccc1O)NCc1cccnc1	-14	1.4	1.5
100	COC(=O)c1cc(Cl)c(NC(=O)/C=C/c2ccc(OC)cc2)cc1OC	-38	0.79	2.3
101	CC1C(=O)Nc2ccccc2N1C(=O)C1CC1 (stereo not given)	-42	0.32	-0.06
102	Cc1ccc(OCCOC(=O)c2sc(=S)n(C)c2C)cc1	-27	.	.
103	CC(C)C(=O)Nc1cccc(NC(=O)c2cccc(Br)c2)c1	-44	.	.
104	Cc1nn(Cc2ccc(F)cc2)c(Cl)c1/C=N/NC(=O)c1cccnc1	-26	-0.34	-0.15
105	Cc1snc(S(=O)(=O)/C(C#N)=N/Nc2cccc(C(F)(F)F)c2)c1C#N	75*	1.6	2.6

# Source: PubChem BioAssay (several laboratories)
